OXTR agonist: agonists of human oxytocin receptor; P30559; hit rate 0.32% among 320,000; activation, % at 3 µM; CHO-OTR cells, Fluo-8 calcium fluorescence; normalized: DMSO 0%, oxytocin 100%;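 active = activation above the mean of all tested compounds plus 3 SD, cutoff set per screening run, cut at about 20% in these data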;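 note: peak over basal fluorescence ratio from a 100 s FLIPR kinetic read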
Target sequence (P30559 whole entry, looked up): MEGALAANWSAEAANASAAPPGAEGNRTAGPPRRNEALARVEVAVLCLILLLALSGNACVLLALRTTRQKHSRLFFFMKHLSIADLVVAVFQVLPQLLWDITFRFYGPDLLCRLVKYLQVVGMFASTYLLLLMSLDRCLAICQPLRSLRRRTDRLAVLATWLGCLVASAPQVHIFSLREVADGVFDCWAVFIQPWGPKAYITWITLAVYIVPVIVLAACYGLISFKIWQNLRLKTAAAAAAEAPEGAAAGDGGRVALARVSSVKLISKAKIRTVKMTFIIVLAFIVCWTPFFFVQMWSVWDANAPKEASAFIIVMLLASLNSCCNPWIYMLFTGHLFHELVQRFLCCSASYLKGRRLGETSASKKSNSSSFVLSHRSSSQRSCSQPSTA
TAAR1 agonist: human TAAR1 agonism; activation, % at 3 µM; Q96RJ0; hit rate 0.99% among 360,000; CHO RD-HGA16 TAAR1, Fluo-8 calcium fluorescence; vehicle wells 0%, saturating PEA agonist 100%; AID 624467;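 active = activation above the mean activation of all test compounds in the run plus 3 SD, cut at about 38% in these data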
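Assay system: CHO-derived RD-HGA16 cells with stable Gα16 and human TAAR1; timing: 17-24 h seeding, 75 min 37 °C dye, 30 min RT; read-out: % activation from peak over basal fluorescence ratio, DMSO-to-PEA scaled; measured by: kinetic Fluo-8 calcium fluorescence; benchmarks: low control DMSO, high control PEA (EC100); doses: 3 µM single concentration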
M1 ag: human M1 muscarinic receptor agonism | hit rate 0.33% among 360,000 | P11229 | AID 588814 | activation, % at 3 µM | CHO-K1 hM1, Fluo-8 calcium fluorescence, agonist mode; 0% DMSO, 100% acetylcholine EC100;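 active = activation above the run's mean compound activation plus 3 SD, cut at about 16% in these data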;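 note: peak over basal fluorescence ratio within a 140 s kinetic read after compound addition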
V1aR counter: V1a receptor agonism, counter-screen for OXTR agonists | hit rate 0.25% among 320,000 | activation, % at 3 µM | P37288 | CHO-V1R cells, Fluo-8 calcium fluorescence, agonist mode; 0% DMSO, 100% 3 nM vasopressin;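 active = activation above the mean activation of all tested compounds plus 3 SD, per screening run, cut at about 20% in these data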;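 note: signal is peak over basal fluorescence ratio across a 100 second FLIPR read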
Target sequence (P37288 whole entry, looked up): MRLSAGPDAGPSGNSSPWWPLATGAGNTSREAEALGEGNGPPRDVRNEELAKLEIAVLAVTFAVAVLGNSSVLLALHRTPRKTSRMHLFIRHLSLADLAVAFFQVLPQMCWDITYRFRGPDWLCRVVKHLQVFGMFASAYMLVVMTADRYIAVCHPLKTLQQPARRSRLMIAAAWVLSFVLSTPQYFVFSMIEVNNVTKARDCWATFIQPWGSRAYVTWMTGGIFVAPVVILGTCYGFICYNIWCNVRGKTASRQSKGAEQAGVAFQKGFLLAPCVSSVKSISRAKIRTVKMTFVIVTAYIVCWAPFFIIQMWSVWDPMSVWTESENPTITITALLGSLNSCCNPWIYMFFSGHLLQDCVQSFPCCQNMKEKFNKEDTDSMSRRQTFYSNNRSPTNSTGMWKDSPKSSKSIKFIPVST
OXTR potentiate: potentiates the human oxytocin receptor response; AID 2445; hit rate 0.061% among 320,000; CHO-OTR cells, Fluo-8 calcium fluorescence, potentiator mode; 0% = oxytocin EC15, 100% = EC100; activation, % at 3 µM; P30559;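 active = activation above that plate's cutoff, the mean activation of tested compounds plus 3 SD, cut at about 6.6% in these data, passing the limit was not always enough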;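 note: 100% uses oxytocin at 75 nM as the full agonist control; some results filed as inactive read as strong as hits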
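Assay system: CHO cell line stably expressing human OTR. Reagent: EC15 oxytocin agonist. Dosing: single dose, 3.0 µM nominal final compound concentration. Timing: compound 6 min at room temperature before oxytocin, 100 s read. Signal: kinetic Fluo-8 calcium fluorescence. Controls: oxytocin EC15 low and EC100 high.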
TAAR1 antag: antagonists of human TAAR1; inhibition, % at 3 µM; hit rate 1.5% among 360,000; Q96RJ0; CHO RD-HGA16 TAAR1, Fluo-8 calcium fluorescence, antagonist; AID 624466;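 active = inhibition above a per-plate cutoff, the mean inhibition of test compounds on that plate plus 3 SD, cut at about 49% in these data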;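 note: 0% = DMSO plus EC80 beta-PEA response and 100% = DMSO alone without agonist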
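Test system – hTAAR1-expressing CHO RD-HGA16 cells, Gα16-coupled · Reagent – β-PEA at EC80 concentration, post-compound challenge · Compound dosing – 3 µM, single point · Timing – 140 s kinetic read after compound, 140 s after agonist · Detection – Fluo-8 intracellular calcium dye fluorescence, real-time kinetic reads · Control set – DMSO and EC80 PEA controls · Repeats – n of 1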
M1 PAM: positive allosteric modulators of human M1 muscarinic receptor; P11229; CHO-K1 hM1, Fluo-8 calcium fluorescence, ACh EC20; 0% = ACh EC20, 100% = maximal ACh; activation, % at 3 µM; hit rate 0.088% among 360,000; AID 588819; in the data active = activation above about 19%, passing the limit was not always enough
CHO parental Ca: counter-screen: ATP calcium response change in parental CHO cells; parental CHO-K1, ATP-induced calcium, Fluo-8 fluorescence; inhibition, % at 5.6 µM; hit rate 0.63% among 330,000;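 active = inhibition above that plate's mean sample inhibition plus 3 SD, cut at about 26% in these data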;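 note: 0% = ATP-challenged DMSO wells and 100% = DMSO wells without ATP; some compounds past the cut are filed as inactive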
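Assay system: parental CHO cells; Read-out basis: percent inhibition of ATP-evoked calcium rise, normalized to controls; Benchmarks: ATP and no-ATP DMSO wells; Compound dosing: single nominal dose of 5.6 µM per compound; Signal: Fluo-8 calcium dye fluorescence; Also added: ATP as calcium-mobilizing challenge; Repeats: singlicate.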
M1 antag: blocks human M1 muscarinic receptor; CHO-K1 hM1, Fluo-8 calcium fluorescence, ACh EC80 antagonist; inhibition, % at 3 µM; hit rate 1.3% among 360,000; P11229; AID 588852;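 active = percent inhibition above its own plate's cutoff, namely the mean of that plate's compound wells plus 3 SD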;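 note: peak over basal fluorescence ratio during 140 s after agonist addition; 0% = ACh EC80 plus DMSO and 100% = DMSO alone without agonist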
Active calls of the source: *; . = no result given; & = joins results of further samples.

SMILES	OXTR agonist	TAAR1 agonist	M1 ag	V1aR counter	OXTR potentiate	TAAR1 antag	M1 PAM	CHO parental Ca	M1 antag
O=C(Nc1nccs1)C1CC(=O)N(CCc2ccc(F)cc2)C1 (stereo not drawn)	1.4	1	1	1.6	-4	-5	2	-4	4
ClC1(CNc2ccccc2)CCN(Cc2ccccc2)CC1	3.2	16	-7	-0.2	-11	-15	-5	-21	12
CCCOC(=O)C1=C(C)N(C)C(=O)NC1c1cc2c(cc1Br)OCO2 (stereo not drawn)	-2.6	-3	-7	-0.6	-3	-11	1	-14	-2
CCCCC1=CC2=C(c3ccco3)C(=O)C(C)(OC(=O)c3ccc(OC)cc3)C(=O)C2=CN1C1CC1 (stereo not drawn)	-1.4	3	-9	0.0	4	1	4	-23	-7
CCn1cc(/C=C(\NC(=O)c2ccc(OC)cc2)C(=O)N2CCOCC2)c2ccccc21	2.0	3	1	1.2	-11	-19	10	-11	-1
O=c1c2cn[nH]c2[nH]c(=S)n1-c1cccc(Cl)c1	0.4	1	-2	1.7	-10	4	4	5	-5
Cn1c(=O)c2[nH]c(Cc3cccc4ccccc34)nc2n(C)c1=O	.	2	2	.	.	-25	0	.	-6
COc1ccc(N(CC(=O)Nc2cccc(N(C)S(C)(=O)=O)c2)S(C)(=O)=O)cc1OC	0.4	4	-2	0.5	-1	-11	2	-2	-7
COc1cc2cc(CN(CCCN3CCOCC3)C(=O)Nc3ccc(F)cc3)c(=O)[nH]c2cc1OC	-0.9	-1	-8	0.0	-13	6	2	-4	3
CC(C)CC(=O)n1sc(NC(=O)c2ccccc2)nc1=O	4.5	3	1	2.4	-3	-15	-4	0	10
O=C(COC(=O)c1ccccc1)Nc1ccccc1Sc1ccccc1	1.0	0	-8	2.8	-8	25	-6	-16	-4
Cc1cc(/C=C2\NC(=O)N(Cc3ccc(Cl)cc3)C2=O)c(C)n1C	1.5	-1	-5	0.7	-7	2	5	3	-10

Eleven structures out of the list, ordered by length of the SMILES, low to high.
SMILES	OXTR agonist	TAAR1 agonist	M1 ag	V1aR counter	OXTR potentiate	TAAR1 antag	M1 PAM	CHO parental Ca	M1 antag
ClC1(CNc2ccccc2)CCN(Cc2ccccc2)CC1	3.2	16	-7	-0.2	-11	-15	-5	-21	12
CC(C)CC(=O)n1sc(NC(=O)c2ccccc2)nc1=O	4.5	3	1	2.4	-3	-15	-4	0	10
O=C(COC(=O)c1ccccc1)Nc1ccccc1Sc1ccccc1	1.0	0	-8	2.8	-8	25	-6	-16	-4
O=C(Nc1nccs1)C1CC(=O)N(CCc2ccc(F)cc2)C1 (stereo not drawn)	1.4	1	1	1.6	-4	-5	2	-4	4
Cn1c(=O)c2[nH]c(Cc3cccc4ccccc34)nc2n(C)c1=O	.	2	2	.	.	-25	0	.	-6
CCCOC(=O)C1=C(C)N(C)C(=O)NC1c1cc2c(cc1Br)OCO2 (stereo not drawn)	-2.6	-3	-7	-0.6	-3	-11	1	-14	-2
Cc1cc(/C=C2\NC(=O)N(Cc3ccc(Cl)cc3)C2=O)c(C)n1C	1.5	-1	-5	0.7	-7	2	5	3	-10
CCn1cc(/C=C(\NC(=O)c2ccc(OC)cc2)C(=O)N2CCOCC2)c2ccccc21	2.0	3	1	1.2	-11	-19	10	-11	-1
COc1ccc(N(CC(=O)Nc2cccc(N(C)S(C)(=O)=O)c2)S(C)(=O)=O)cc1OC	0.4	4	-2	0.5	-1	-11	2	-2	-7
COc1cc2cc(CN(CCCN3CCOCC3)C(=O)Nc3ccc(F)cc3)c(=O)[nH]c2cc1OC	-0.9	-1	-8	0.0	-13	6	2	-4	3
CCCCC1=CC2=C(c3ccco3)C(=O)C(C)(OC(=O)c3ccc(OC)cc3)C(=O)C2=CN1C1CC1 (stereo not drawn)	-1.4	3	-9	0.0	4	1	4	-23	-7

Next records.
SMILES	OXTR agonist	TAAR1 agonist	M1 ag	V1aR counter	OXTR potentiate	TAAR1 antag	M1 PAM	CHO parental Ca	M1 antag
CCOc1ccc(N2CC(C(=O)NCCc3ccc(F)cc3)CC2=O)cc1 (stereo not drawn)	0.6	0	-3	0.6	-3	-10	10	-8	-9
CCOc1ccc(NC(=O)C2CCN(S(=O)(=O)c3ccc4c(c3)C(C)(C)C(=O)N4C)CC2)cc1	-0.8	0	-2	0.0	-7	7	2	-4	4
COc1ccc(/C=C2/SC(=O)N(CCNC(=O)C3CC(=O)N(Cc4ccccc4)C3)C2=O)cc1 (stereo not drawn)	.	6	-2	.	.	-12	-2	.	-9
CC(=O)c1cc2c(cc1N(C(=O)c1ccco1)C(C(=O)NC1CCCC1)c1ccccc1F)OCO2 (stereo not drawn)	-0.7	-1	-2	-1.0	1	-9	-1	-11	-2
Cc1onc(-c2ccccc2)c1NC(=O)OC(C)c1cccnc1 (stereo not drawn)	.	2	-10	.	.	-31	-14	.	25
Cc1cnc(C(=O)OCC(=O)Nc2cccc(S(=O)(=O)N3CCOCC3)c2)cn1	2.0	2	-1	1.0	-3	-15	7	-2	-13
CCN=C(NS(=O)(=O)c1ccc(Br)cc1)c1ccc(Cl)cc1	-0.8	1	-3	0.2	-22	2	5	5	-4
C#CC[N+](C)(C)CCN1C(=O)C2C(c3ccccc3)C=CC(c3ccccc3)C2C1=O (stereo not drawn)	-0.5	2	-8	0.2	-4	-2	10	-14	-2
COc1ccc(Cl)cc1C(=O)CSc1nnnn1C1CCCC1	1.9	18	-9	0.3	-4	-6	-11	-17	9
CSc1nc2c(c(=O)n1Cc1ccccc1)SC(C)C2 (stereo not drawn)	-1.5	6	-8	-1.0	-10	-23	-4	-15	-6
CCC(C)c1ccc(NC(=S)N2CCN(S(C)(=O)=O)CC2)cc1 (stereo not drawn)	-0.1	-1	-4	1.3	4	-2	0	-4	1
CCOc1ccccc1N(CC(=O)Nc1ccccc1C(=O)OC)S(C)(=O)=O	1.9	1	-1	-0.3	1	14	11	-11	-6
CN(C)C(=O)CNc1n[nH]c(=S)[nH]c1=O	0.7	2	2	0.9	-1	-24	12	-12	-5
COc1ccc(C2CC(=O)C=C(NNS(=O)(=O)c3ccc(C)cc3)C2)cc1 (stereo not drawn)	-1.6	0	-1	0.1	-8	0	6	-8	5
O=C(CN1C(=O)/C(=C/c2ccc(Cl)cc2)SC1=S)NC1C=CS(=O)(=O)C1 (stereo not drawn)	0.8	1	0	1.4	-12	-14	14	4	-13
O=C(Nc1ccc(N2CCN(C(=O)c3ccccc3)CC2)c(Cl)c1)c1ccco1	5.0	14	1	7.8	-20	40	-5	-13	7
CC(=O)Nc1ccc(OCC(=O)NCCc2ccc(Cl)cc2)cc1	0.0	4	-8	-0.5	2	-10	10	-4	-8
COc1ccc(OCc2cccc(C(=O)O)c2)cc1	1.0	4	-2	0.8	-10	-2	3	-5	6
C[C@H](NC(=O)c1ccccc1)C(=O)Nc1nc(-c2ccccn2)cs1	-0.4	3	-2	1.7	-12	-17	-4	-11	11
O=C(CSCc1ccc(Br)cc1)NCc1ccccn1	-1.9	-1	-6	-0.7	1	-5	7	-7	-14
CC(C(=O)NCc1ccc(F)cc1)c1ccc([N+](=O)[O-])cc1 (stereo not drawn)	-0.7	3	-12	1.2	-14	4	-9	-5	3
CCSc1nnc(NC(=O)CSc2ncccn2)s1	0.6	3	-5	1.1	-11	1	9	-6	-9
Fc1ccccc1-c1nnc2c3ccccc3nc(N3CCOCC3)n12	-0.4	1	-5	-0.5	-5	9	4	-1	-5
CC1Cc2ccccc2N1C(=O)c1cnc2sccn2c1=O (stereo not drawn)	-1.5	1	-1	0.0	-3	-14	12	-1	-20
Cc1ccc(S(=O)(=O)N(C)C)cc1NC(=O)COC(=O)CCC1CCCC1	-0.1	2	-3	3.9	-4	-6	4	-15	-5
CN(C[C@H](Cc1ccccc1)N(C[C@H](Cc1ccccc1)N(CC1(c2ccccc2)CC1)N=O)N=O)N=O	-0.5	9	-2	1.4	-14	12	8	-4	-2
O=c1oc2ccccc2c(N2CCC(c3ccccc3)CC2)c1[N+](=O)[O-]	2.1	7	0	2.0	-2	-11	3	-1	-11
CCCC(=O)NC(NC(=S)Nc1c(C)n(C)n(-c2ccccc2)c1=O)C(Cl)(Cl)Cl (stereo not drawn)	-0.6	2	-3	0.4	-1	5	1	2	-1
Cc1ccc(C)c(S(=O)(=O)Nc2ccc(O)c3ccccc23)c1	0.0	1	-1	-0.5	0	9	0	-5	1
CN1CCCCC1CCN1c2ccccc2Sc2ccc(S(C)=O)cc21 (stereo not drawn)	2.0&1.1	0	-8	0.7&2.5	-3&-12	-15	-25	-8&-5	99*
O=C(Nc1cccc(-n2cnnn2)c1)c1ccc(C(F)(F)F)cc1	1.1	4	-5	5.2	-4	14	0	-12	1
COc1ccc(Br)cc1/C=N/NC(=O)c1ccc(OC)c(OC)c1	1.1	10	-1	1.4	-1	-14	1	-2	-6
CC(=O)c1cccc(NC(=O)C(C)OC(=O)Cc2n[nH]c(=O)c3ccccc23)c1 (stereo not drawn)	-0.3	5	-2	-0.3	-11	4	4	-7	-4
O=C(CCCN1C(=O)/C(=C/c2cccs2)SC1=S)Nc1ccccc1O	5.4	2	-2	5.5	-12	21	3	14	2

Source: PubChem (The Scripps Research Institute Molecular Screening Center)
